HKDC1 inhibitor: HKDC1 hexokinase inhibitors, primary screen, biochemical, fluorescence, uHTS; inhibition, % at 20 µM; recombinant HKDC1, G6PDH/diaphorase resazurin coupled fluorescence; 0.16% of 340,000 active; Q2TB90; AID 493160, 2011;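 active = inhibition above about 35% when tested at 20 µM, limit read from the data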;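 also: plate controls were DMSO wells with enzyme for no effect and DMSO wells lacking enzyme for full effect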
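Test system: recombinant HKDC1 (HK5) hexokinase enzyme, produced in-house / Doses: 20 µM test compound, 1% DMSO / Timing: 90 min, room temperature / Detection: G6PDH/diaphorase-coupled fluorescence, 1 mM NADP, 100 µM resazurin, 525/613 nm / Control set: DMSO wells with and without enzyme mix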
UBC13 inh: UBC13 polyubiquitin chain formation inhibitors, primary screen, biochemical, TR-FRET, uHTS; Ubiquitin-conjugating enzyme E2 N (Homo sapiens), P61088; 0.47% of 330,000 active; inhibition, % at 20 µM; in the data active = inhibition above about 45%, passing the limit was not always enough
Target sequence (P61088 whole entry, looked up): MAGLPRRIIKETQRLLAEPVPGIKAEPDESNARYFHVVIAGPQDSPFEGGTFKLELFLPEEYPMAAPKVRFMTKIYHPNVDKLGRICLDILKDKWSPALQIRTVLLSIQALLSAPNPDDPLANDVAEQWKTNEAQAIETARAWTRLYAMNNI
SENP8 inh: SENP8 protease inhibitors, primary screen, biochemical, luminescence; Sentrin-specific protease 8 (Homo sapiens), Q96LD8; purified SENP8, Z-RLRGG-aminoluciferin cleavage; inhibition, % at 10 µM; 1.2% of 330,000 active; AID 2540, 2010
Target sequence (Q96LD8 whole entry, looked up): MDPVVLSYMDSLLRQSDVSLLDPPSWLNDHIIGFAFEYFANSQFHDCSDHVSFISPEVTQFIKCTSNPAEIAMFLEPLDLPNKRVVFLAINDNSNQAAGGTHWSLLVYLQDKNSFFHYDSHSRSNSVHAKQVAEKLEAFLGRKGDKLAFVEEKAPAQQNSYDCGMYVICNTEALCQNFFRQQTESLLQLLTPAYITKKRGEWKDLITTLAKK
Jurkat NFkB inh: inhibitors of induced NF-kB luciferase reporter, primary screen, TCR NF-kB activation inhibitor project, cell-based, luminescence, uHTS | AID 435003, 2010 | Jurkat, PMA/ionomycin-induced NF-kB luciferase reporter | 0.53% of 330,000 active | inhibition, % at 4 µM
SENP7 block: SENP7 protease inhibitors, primary screen, biochemical, luminescence, uHTS; Sentrin-specific protease 7 (Homo sapiens), Q9BQF6; recombinant SENP7, Z-RLRGG-aminoluciferin luminescence, 40 min; inhibition, % at 5 µM; 1.5% of 330,000 active; AID 434973, 2010;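 active = inhibition above about 50% at the single test dose, limit read from the data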;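 also: plate controls were DMSO with enzyme for no effect and no enzyme buffer wells for full effect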
Target sequence (Q9BQF6 706-1050 limits assumed): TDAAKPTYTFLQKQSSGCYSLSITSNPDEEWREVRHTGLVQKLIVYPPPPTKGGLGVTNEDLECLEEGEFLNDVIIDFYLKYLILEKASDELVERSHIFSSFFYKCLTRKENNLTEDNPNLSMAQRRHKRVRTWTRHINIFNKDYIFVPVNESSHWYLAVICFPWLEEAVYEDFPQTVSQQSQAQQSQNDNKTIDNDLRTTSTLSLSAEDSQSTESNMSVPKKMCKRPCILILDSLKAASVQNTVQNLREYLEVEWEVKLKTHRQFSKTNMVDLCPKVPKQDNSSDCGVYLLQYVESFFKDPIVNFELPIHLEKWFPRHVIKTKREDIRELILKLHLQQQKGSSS
697 NFkB inh: inhibitors of PMA/ionomycin-induced NF-kB reporter, 697 cells, primary screen, B-cell NF-kB inhibitor project, cell-based, luminescence, uHTS | 697 B-cell NF-kB luciferase reporter, 16 h | inhibition, % at 4 µM | 0.33% of 330,000 active | AID 435022, 2010; in the data active = inhibition above about 35%
Gli-Sufu block: Gli-Sufu pathway antagonists, primary screen, luciferase luminescence, Sufu-KO-LIGHT cells, uHTS. inhibition, % at 5 µM. AID 588413, 2011. 0.74% of 340,000 active. Sufu-KO-LIGHT fibroblasts, Gli luciferase reporter luminescence;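 active = inhibition above about 55%, limit read from the data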;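 also: 0% = DMSO-treated cells and 100% = wells with medium but no cells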
Apaf-1 inh: inhibitors of human Apaf-1 apoptosome, primary screen, biochemical, DEVD-Rh110 fluorescence, uHTS; inhibition, % at 20 µM; 0.71% of 330,000 active; reconstituted apoptosome caspase-3 activity; AID 489030, 2010; Apoptotic protease-activating factor 1 (Homo sapiens), O14727; active = inhibition of at least 40% at 20 µM;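 also: plate controls were DMSO wells for no effect and DEVD-CHO caspase inhibitor wells for full effect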
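Material: reconstituted apoptosome with Apaf-1, cytochrome c, caspase-9, procaspase-3, dATP. Technique: Rh110 fluorescence intensity. Buffer or medium: pH 7.5 Hepes buffer with CHAPS, BSA, DTT. Times: 30 min plus 50 min, RT.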
* marks the source's active call; other numbers are inactive results. Rule as the data show it, unless noted: active = inhibition above about 50%; inactive = the rest. Rows are unselected. Share with any hit: about 3.6%.

SMILES | HKDC1 inhibitor | UBC13 inh | SENP8 inh | Jurkat NFkB inh | SENP7 block | 697 NFkB inh | Gli-Sufu block | Apaf-1 inh
Cc1ccc(S(=O)(=O)N2CCN(Cc3ccco3)CC2)c(C)c1 | 3 | -4 | -11 | 2 | -10 | 3 | 9 | 9
CCOC(=O)c1sc(=NC(=O)CCSc2ccccc2)n(C)c1C | -7 | 9 | 2 | -45 | 8 | -64 | -38 | 2
CCOC(=O)c1ccccc1-n1c(C)cc(C2N=C(N)Nc3nc4ccccc4n32)c1C (configuration not stated) | 9 | 0 | -6 | -4 | 2 | -1 | -14 | -6
NC(=O)c1cc2cc(Br)ccc2o/c1=N/NC(=O)c1cccc(F)c1 | -8 | 1 | 5 | 5 | 3 | -2 | 6 | 4
O=C(NCc1ccccc1CN1CCCC1)c1ccc(Cl)c(S(=O)(=O)N2CCCC2)c1 | -3 | -1 | -10 | -12 | -9 | -4 | 22 | 11
COc1cc2[nH]c(=S)n(CCN3CCCCC3C)c(=O)c2cc1OC (configuration not stated) | 1 | 3 | 8 | -8 | 2 | 14 | -4 | 6
CCOc1ccccc1NC(=O)c1ccc(F)c(S(=O)(=O)N2CCC3(CC2)OCCO3)c1 | 4 | 11 | 6 | 4 | 10 | -2 | 3 | -4
COc1ccccc1N1CCN(CC(=O)NCc2ccc(Cl)cc2)CC1 | -7 | -9 | 3 | 10 | -1 | 0 | 7 | -2
Cc1cc(C)c(S(=O)(=O)N2CCOCC2)cc1C | -10 | 2 | -13 | 12 | 0 | 13 | 4 | 2
CCCN1CCN(C2CCCCC2NS(=O)(=O)c2ccc(Cl)cc2)CC1 (configuration not stated) | -7 | -2 | -5 | -3 | 8 | -29 | 45 | 0
CC1(C)CC(=O)C(=Cc2cn(CCC#N)nc2-c2ccc(Cl)cc2)C(=O)C1 | -2 | -10 | 8 | 4 | 3 | -11 | 13 | 7
Cc1ccc(C(C)CCN2CCC(n3nccc3NC(=O)c3ccccc3)CC2)o1 (configuration not stated) | -4 | 3 | -1 | -3 | -4 | 31 | 12 | 7
CCCN(Cc1nnc(-c2ccccc2Cl)o1)C(=O)c1cccc(S(=O)(=O)N2CCOCC2)c1 | -2 | -1 | 8 | 4 | -1 | -9 | 2 | 8
COc1cccc(NCc2nnc(SCC(=O)N(C)C3CCS(=O)(=O)C3)n2C2CCCCC2)c1 (configuration not stated) | -5 | 7 | -3 | 9 | -6 | 18 | 5 | -1
CCOC(=O)c1[nH]cnc1C(=O)N1CCC(C)CC1 | -3 | -2 | 5 | -2 | 0 | 19 | -5 | -6
COC(=O)c1sc(SC)c(S(=O)(=O)C(C)C)c1N/N=C(\C#N)C(=O)c1ccccc1 | 2 | -26 | 5 | -5 | 6 | 18 | 10 | -10
Cc1cccc(CS(=O)(=O)c2ncc(Cl)c(C(=O)NCc3ccc4c(c3)OCO4)n2)c1 | 2 | 26 | -12 | -3 | -13 | -33 | 5 | 2
CCOC(=O)C1CCN(c2nc3ccccc3nc2C(C#N)C(=O)OCCOC)CC1 (configuration not stated) | 3 | 0 | -6 | -4 | 2 | -9 | 11 | 4
COCCNC(=O)c1cn(CCOC)c(=O)c2c1c1ccccc1n2C | -3 | 8 | -6 | -6 | -7 | 2 | 1 | 5
S=c1[nH]nc(-c2ccccn2)n1/N=C/c1ccc(Br)s1 | 2 | -15 | 4 | 4 | -6 | 5 | 1 | 3
Cc1ccc(OCCCC(=O)Nc2nncs2)cc1 | 6 | 4 | -4 | 0 | -1 | 9 | 3 | 5
Cc1ccc(NC(=O)C2C3CCC(O3)C2C(=O)O)cc1Cl (configuration not stated) | 3 | 2 | -7 | 8 | -3 | -7 | 3 | -16
CCOC(=O)c1nn(-c2ccc(Cl)cc2)c(=O)c(C#N)c1C | -3 | -4 | 0 | 5 | 5 | 2 | -1 | -4
O=S(=O)(NCC1(N2CCOCC2)CCCCC1)c1ccccc1Cl | -4 | 1 | -10 | 8 | -13 | 2 | 2 | 19
O=C(NCC1CC1)c1onc(CSc2ccc(F)cc2)c1C(=O)NCC1CC1 | 0 | -1 | -11 | 0 | 16 | 0 | -2 | 16
CN(C)c1ccc(NC(=O)CSc2nc(C3CC3)nc3ccccc23)cc1 | 1 | -1 | 3 | 25 | 10 | 10 | -7 | 6
CCOP(=O)(OCC)C(Nc1cccc(C)c1)c1ccc(F)cc1 (configuration not stated) | -9 | 5 | -6 | 13 | -1 | 12 | 0 | 1
CC(C)N(C(=O)CN1C(=O)NC(c2ccccc2)(c2ccccc2)C1=O)C(C)C | -9 | 2 | 0 | 2 | 9 | -8 | 18 | 14
CSc1nsc(SCC(=O)Nc2ccccn2)n1 | -2 | 7 | -1 | -19 | -1 | 24 | -5 | 0
Cn1c(Sc2nc3ccccc3n2C)nc2ccccc21 | -9 | 3 | -5 | 0 | 3 | -3 | -3 | -12
Cc1ccc(N2C(=O)CSC2c2ccccn2)cc1Cl (configuration not stated) | -9 | 8 | -6 | -17 | -2 | -6 | 0 | -15
COc1cccc(OC)c1OC(=O)c1cnccn1 | 1 | 4 | 1 | 2 | -6 | -6 | -3 | -13
NC(=O)C1CCCN(C(=O)NC2CCCCC2)C1 (configuration not stated) | -2 | -2 | 1 | 9 | 0 | 10 | 1 | -10
Cc1sc2ncn(CC(=O)OCC(=O)NC(C)(C)C)c(=O)c2c1C | -3 | 1 | 3 | 4 | 0 | 6 | -9 | 2
CCCNS(=O)(=O)c1ccc(CCC(=O)N2CCCC2)cc1 | -11 | -7 | -12 | -1 | -7 | 10 | -1 | 3
COc1cc(O)ccc1/C=N/NC(=O)c1ccc([N+](=O)[O-])cc1 | -9 | -14 | 3 | -10 | 2 | 2 | -3 | -4
CCN(CC)S(=O)(=O)c1ccc(NC(=O)CO/N=C(\N)c2ccccc2)cc1 | -2 | -1 | -6 | 18 | 1 | -6 | -3 | 4
Cc1ccc(-c2cc(C(=O)N3CCN(c4ccc(F)cc4)CC3)c3ccccc3n2)o1 | 9 | 8 | -6 | -1 | 4 | -3 | 0 | 25
COc1ccc(CNc2nc3c(c(=O)n(Cc4ccc(Br)cc4)c(=O)n3C)n2C)cc1 | -2 | 12 | 5 | 13 | 7 | 14 | 13 | 2
O=c1oc2ccccc2c(N2CCCCC2)c1[N+](=O)[O-] | -4 | -8 | -9 | -8 | -14 | -6 | -4 | 4
Cc1ccc(CN2CCN(Cc3ccncc3)CC2CCO)o1 (configuration not stated) | -3 | -7 | -9 | -8 | 7 | 6 | -1 | -8
Cc1ccccc1Cn1cc(NC(=O)c2nn(C)cc2Cl)cn1 | -8 | 1 | -2 | 1 | 7 | -6 | -1 | 1
COc1ccc(-c2cc3c(=O)n(CC(=O)Nc4cccc(Cl)c4)nc(C)n3n2)cc1 | -3 | 0 | 1 | 8 | 6 | 10 | 10 | -3
Cc1sc2ncn(CC(=O)NCc3ccccc3)c(=O)c2c1C | 6 | -2 | -6 | 4 | -10 | 11 | -17 | -1
Cc1cc(Cl)ccc1OCC(=O)NNC(=O)C1CCN(c2ncnc3sc(C)c(C)c23)CC1 | 4 | 18 | -5 | 4 | -4 | -2 | -5 | 17
Cn1c(=O)c2c(ncn2Cc2ccc(Cl)cc2)n(C)c1=O | -9 | 57* | 4 | 6 | 2 | -5 | 1 | 3
Cc1ccc(-c2nnn(CCOc3cccc(Br)c3)n2)cc1 | -7 | -2 | -7 | -4 | 2 | 10 | 0 | 11
Cc1cc(C)c2nc(Cl)c(Cl)nc2c1 | -2 | 2 | -8 | -2 | -5 | -8 | 4 | -5
CCOC(=O)c1csc(NC(=O)c2cc(=O)c3ccccc3o2)n1 | -3 | 1 | 3 | -6 | 2 | 7 | -27 | -4
COc1ccc(C/C(C)=N/NS(=O)(=O)c2ccc(Br)cc2)cc1 | -4 | 15 | -8 | 5 | -3 | 16 | 3 | -10
OCC[C@H]1C[C@@H](O)[C@H](O)[C@]2(Cc3ccccc3O2)O1 | 1 | 3 | 5 | 1 | 0 | 7 | -6 | -3
COc1ccc(-c2nnc(CSc3nc4ccccc4c(=O)n3CC(C)C)o2)cc1OC | -2 | 15 | 3 | 2 | -1 | 1 | 6 | 3
COc1ccc(OC)c(C(=O)c2nc3c(n2O)CCCCC3)c1 | 5 | -2 | -4 | 1 | 6 | 0 | -2 | -4

Some of the entries above, reformatted.
molecule	HKDC1 inhibitor	UBC13 inh	SENP8 inh	Jurkat NFkB inh	SENP7 block	697 NFkB inh	Gli-Sufu block	Apaf-1 inh
Cc1ccc(CN2CCN(Cc3ccncc3)CC2CCO)o1 (configuration not stated)	-3	-7	-9	-8	7	6	-1	-8
Cc1ccccc1Cn1cc(NC(=O)c2nn(C)cc2Cl)cn1	-8	1	-2	1	7	-6	-1	1
COc1ccc(-c2cc3c(=O)n(CC(=O)Nc4cccc(Cl)c4)nc(C)n3n2)cc1	-3	0	1	8	6	10	10	-3
Cc1sc2ncn(CC(=O)NCc3ccccc3)c(=O)c2c1C	6	-2	-6	4	-10	11	-17	-1
Cc1cc(Cl)ccc1OCC(=O)NNC(=O)C1CCN(c2ncnc3sc(C)c(C)c23)CC1	4	18	-5	4	-4	-2	-5	17
Cn1c(=O)c2c(ncn2Cc2ccc(Cl)cc2)n(C)c1=O	-9	57*	4	6	2	-5	1	3
Cc1ccc(-c2nnn(CCOc3cccc(Br)c3)n2)cc1	-7	-2	-7	-4	2	10	0	11
Cc1cc(C)c2nc(Cl)c(Cl)nc2c1	-2	2	-8	-2	-5	-8	4	-5
CCOC(=O)c1csc(NC(=O)c2cc(=O)c3ccccc3o2)n1	-3	1	3	-6	2	7	-27	-4
COc1ccc(C/C(C)=N/NS(=O)(=O)c2ccc(Br)cc2)cc1	-4	15	-8	5	-3	16	3	-10
OCC[C@H]1C[C@@H](O)[C@H](O)[C@]2(Cc3ccccc3O2)O1	1	3	5	1	0	7	-6	-3
COc1ccc(-c2nnc(CSc3nc4ccccc4c(=O)n3CC(C)C)o2)cc1OC	-2	15	3	2	-1	1	6	3
COc1ccc(OC)c(C(=O)c2nc3c(n2O)CCCCC3)c1	5	-2	-4	1	6	0	-2	-4
